Source: PubChem BioAssay
Dicer inh: inhibitors of Dicer pre-microRNA processing, primary screen, biochemical, cat-ELCCA, chemiluminescence; z-score at 25 µM; 47,000 tested, 6% active; Endoribonuclease Dicer (Homo sapiens), Q9UPY3; AID 1347074, 2019; cat-ELCCA pre-miR-21 Dicer processing; hits give high values; in the data active = z-score above about 3, passing the limit was not always enough;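 also: plate controls were vehicle for no effect and no enzyme for full effect; higher signal means more uncleaved substrate so more Dicer inhibition; strong numbers were not always called active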
Target sequence (Q9UPY3 whole entry, looked up): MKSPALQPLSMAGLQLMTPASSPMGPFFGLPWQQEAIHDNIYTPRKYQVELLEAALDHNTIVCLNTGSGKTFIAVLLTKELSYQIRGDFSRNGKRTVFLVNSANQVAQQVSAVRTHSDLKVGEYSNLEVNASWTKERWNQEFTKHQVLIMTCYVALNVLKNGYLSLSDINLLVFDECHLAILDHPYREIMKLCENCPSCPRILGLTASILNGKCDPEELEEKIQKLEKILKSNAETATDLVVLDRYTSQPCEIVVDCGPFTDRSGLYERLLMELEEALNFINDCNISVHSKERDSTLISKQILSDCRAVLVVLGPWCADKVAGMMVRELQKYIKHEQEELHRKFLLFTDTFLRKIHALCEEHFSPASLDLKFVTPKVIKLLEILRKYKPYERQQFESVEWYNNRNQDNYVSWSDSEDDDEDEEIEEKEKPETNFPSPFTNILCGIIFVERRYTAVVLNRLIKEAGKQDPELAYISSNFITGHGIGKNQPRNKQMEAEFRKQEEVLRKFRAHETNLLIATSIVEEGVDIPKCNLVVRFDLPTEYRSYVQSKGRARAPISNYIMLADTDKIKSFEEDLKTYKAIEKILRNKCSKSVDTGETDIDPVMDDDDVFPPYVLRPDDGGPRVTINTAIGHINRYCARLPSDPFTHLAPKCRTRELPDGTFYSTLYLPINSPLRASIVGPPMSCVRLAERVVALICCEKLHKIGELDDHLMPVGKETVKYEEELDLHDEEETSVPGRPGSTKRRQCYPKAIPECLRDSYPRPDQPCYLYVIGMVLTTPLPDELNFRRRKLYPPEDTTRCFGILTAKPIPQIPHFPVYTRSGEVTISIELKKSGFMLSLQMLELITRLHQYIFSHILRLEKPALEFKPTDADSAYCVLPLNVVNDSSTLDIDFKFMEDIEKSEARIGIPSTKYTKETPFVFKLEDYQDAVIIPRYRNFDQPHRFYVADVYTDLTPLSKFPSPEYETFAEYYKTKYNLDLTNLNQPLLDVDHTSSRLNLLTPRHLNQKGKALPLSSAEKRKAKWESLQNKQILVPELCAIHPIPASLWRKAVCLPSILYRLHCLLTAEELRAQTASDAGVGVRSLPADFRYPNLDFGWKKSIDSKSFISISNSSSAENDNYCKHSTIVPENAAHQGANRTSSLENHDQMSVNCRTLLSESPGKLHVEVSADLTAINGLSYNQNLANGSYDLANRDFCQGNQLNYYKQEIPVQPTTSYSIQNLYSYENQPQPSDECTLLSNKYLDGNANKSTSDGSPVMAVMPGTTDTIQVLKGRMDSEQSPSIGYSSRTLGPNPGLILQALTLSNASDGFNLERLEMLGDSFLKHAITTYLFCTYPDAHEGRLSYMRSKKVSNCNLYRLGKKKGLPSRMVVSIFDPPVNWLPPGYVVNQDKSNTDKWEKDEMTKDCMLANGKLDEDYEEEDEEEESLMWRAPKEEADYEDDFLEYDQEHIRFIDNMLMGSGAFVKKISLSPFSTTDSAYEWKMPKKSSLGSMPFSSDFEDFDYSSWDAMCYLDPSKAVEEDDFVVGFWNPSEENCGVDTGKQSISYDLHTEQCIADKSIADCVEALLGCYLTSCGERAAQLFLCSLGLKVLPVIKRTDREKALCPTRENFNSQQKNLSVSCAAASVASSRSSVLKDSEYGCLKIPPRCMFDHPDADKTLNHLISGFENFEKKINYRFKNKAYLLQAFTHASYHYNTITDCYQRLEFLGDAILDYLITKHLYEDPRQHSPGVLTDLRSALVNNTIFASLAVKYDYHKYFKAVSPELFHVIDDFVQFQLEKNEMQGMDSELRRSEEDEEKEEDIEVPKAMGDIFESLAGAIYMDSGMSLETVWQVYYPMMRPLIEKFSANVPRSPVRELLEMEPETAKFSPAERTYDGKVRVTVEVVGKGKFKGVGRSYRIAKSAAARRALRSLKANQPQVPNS
Active calls of the source: *; & = joins results of further samples. The list is partial, so the mix of outcomes need not match the whole.

molecule	Dicer inh
CC(C)(C)OC(=O)NCCNC(=O)Nc1cccc(Cl)c1Cl	-0.14
c1ccc(-c2nc3c4c5c(sc4ncn3n2)CCCC5)nc1	-0.62
Cc1ccc2nc(-c3cccc(N)c3)oc2c1	0.73
CC1=C(C(=O)Nc2cc(C)ccn2)C(c2ccc(Cl)cc2)C2=C(CC(C)(C)CC2=O)N1 (stereo not drawn)	1.6
O=C(O)c1cc(-c2cccnc2)nc2ccc(Br)cc12	3.7
Cc1cc(C(N)=O)c2ccccc2n1	0.89
C=CCOC(=O)n1c(SC)nc2ccccc21	3.1*
Clc1ccc(C2=NN(Cc3ccccc3)CC2)s1	0.29
CS(=O)(=O)N(CC(=O)NCc1ccco1)c1ccccc1Br	1.6
CC(=O)Nc1ccc2oc(-c3ccc(C#N)cc3)cc(=O)c2c1	7.8

New compounds follow.
molecule	Dicer inh
CSc1nn(-c2ccccc2)cc1/C(N)=N/O	6*
O=c1oc(-c2cccs2)nc2c(Br)cc(Br)cc12	-0.36
CCN(CC)c1nc2ccccc2c(=O)s1	3.7*
COc1ccc(OC)c(-c2sccc2CC(=O)O)c1	3.8*
Cc1nn(S(=O)(=O)c2ccc(Br)cc2)c(C)c1Sc1ccccc1	-0.09
C=CCOc1ccc(/C(O)=C2/C(=O)C(=O)N(CCCOC)C23C(=O)N(C)c2ccccc23)cc1 (stereo not drawn)	3.6*
CC1(C)CC(=O)c2cnc(SCC(=O)Nc3ccc(F)cc3F)nc2C1	1.3
CCC12CN3CC(CC)(CN(C1)C3c1cccc(C)c1)C2=O (stereo not drawn)	0.85
COc1ccc(-c2nc(=S)c3c(n2CCCN(C)C)CC(C)(C)OC3)cc1	3.1*
O=C(CSc1ncnc2sc3c(c12)CCCC3)NNS(=O)(=O)c1cc(C(F)(F)F)cc(C(F)(F)F)c1	-0.72

Retrieved by structure from above, 3 records:
molecule	Dicer inh
CC1(C)CC(=O)c2cnc(SCC(=O)Nc3ccc(F)cc3F)nc2C1	1.3
CSc1nn(-c2ccccc2)cc1/C(N)=N/O	6*
Cc1nn(S(=O)(=O)c2ccc(Br)cc2)c(C)c1Sc1ccccc1	-0.09

Continued.
molecule	Dicer inh
C=CCn1c(=S)sc2c(=O)n(/N=C/c3ccc(Cl)cc3Cl)c(C)nc21	-1.8
Cc1csc2ncnc(N3CCN(S(=O)(=O)c4ccc(Cl)cc4)CC3)c12	0.31
O=C1C(=O)N(CCCN2CCOCC2)C(c2ccc(Cl)cc2)/C1=C(\O)c1ccccc1 (stereo not drawn)	-1.1
O=C(CC1SC(=O)NC1=O)Nc1ccc(O)cc1 (stereo not drawn)	-0.11
O=C(c1sc2ccccc2c1Cl)N1CCOCC1	0.17
O=S(=O)(c1ccc(Cl)cc1)N1CCC(Cc2ccccc2)CC1	0.13
COc1cc(C2C3=C(CC(C)(C)CC3=O)Nc3[nH]c(=O)[nH]c(=O)c32)ccc1O (stereo not drawn)	-0.04
O=C1NC(c2cccc([N+](=O)[O-])c2)Nc2ccccc21 (stereo not drawn)	-1.2
CN(C)C(=O)Oc1cccc([N+](C)(C)C)c1	0.83
Cc1cc2c(cc1C)CSC(c1ccc(N(C)C)cc1Cl)SC2	-0.82

Following part:
molecule	Dicer inh
COc1cc(NC(=O)C2CC(=O)N=C(N)S2)cc(OC)c1 (stereo not drawn)	2.3
NC(=O)C1CC(=O)N(c2ccc(OCC(=O)Nc3ccccc3)cc2)C1 (stereo not drawn)	0
CCOC(=O)c1nn(-c2ccc(C)cc2)cc1C#N	0.64
Cc1cc(C)n(CCS(=O)(=O)c2ccc(Cl)cc2)n1	0.93
O=C(CC1(O)C(=O)Nc2ccccc21)c1cc2ccccc2o1 (stereo not drawn)	2.5
Cc1ccccc1NC(=O)Nc1cc(-c2ccccc2)nn1C	3
FC(F)(F)c1ccnc(N/N=C/c2ccc(Cl)cc2Cl)n1	0.35
CCN(CC)CCNC(=O)c1ccc(N)cc1	-0.12&0.84
Cc1nn(C)c(NNC(=O)c2c(Cl)cccc2Cl)c1[N+](=O)[O-]	0.56
CCN(CC)CCn1c(NCc2ccccc2O)nc2ccccc21	6.1*

Next entries follow:
molecule	Dicer inh
Cc1nn(-c2ccccc2)c(NC(=O)C(Cl)Cl)c1Br	-0.52
Nc1ncnc2c1nc(N/N=C/c1c(Cl)cccc1Cl)n2[C@H]1O[C@@H](CO)[C@H](O)[C@@H]1O	1.7
CC1(C)C2CCC(C2)C1(C)NC(=S)NCC1CCCO1 (stereo not drawn)	1.5
CCOC(=O)c1cc(Sc2n[nH]c(-c3ccccc3)n2)cc(C(=O)OCC)n1	-0.49
CC(=O)Nc1cc([N+](=O)[O-])ccc1Sc1ccccc1N	-1.4
COC(=O)C1CCc2ccccc2N1 (stereo not drawn)	1.4
COc1ccccc1-c1c(C(F)(F)F)oc2cc(OC(=O)c3ccco3)ccc2c1=O	2.5
COc1cc(N=C(N)N=C(N)N)cc(OC)c1OC	0.49
CC(C)Cc1nc2sc3c(NCC4CCCO4)ncnc3c2c2c1COC(C)(C)C2 (stereo not drawn)	0.39
Cc1onc(-c2c(Cl)cccc2Cl)c1NC(=O)N(C)/N=C/c1c(Cl)cccc1Cl	-0.96

Some of the entries so far, with each value named.
SMILES: COc1cc(N=C(N)N=C(N)N)cc(OC)c1OC
  Dicer inh: 0.49

SMILES: Cc1onc(-c2c(Cl)cccc2Cl)c1NC(=O)N(C)/N=C/c1c(Cl)cccc1Cl
  Dicer inh: -0.96

Later entries
molecule	Dicer inh
O=c1[nH]ccn(-c2cccc(C(F)(F)F)c2)c1=O	-0.45
NN1CC(=O)N(c2cccc(C(F)(F)F)c2)CC1=O	1.2
CCOC(=O)c1[nH]c2cc(Cl)cc(Cl)c2c1CCC(=O)O	0.18
COc1cccc(-c2ccc(-c3noc(-c4cccc(C)c4)n3)c(OC)n2)c1	0.15
COc1c(Cl)cc(Cl)c(OC)c1C(N)=O	-0.4
Cc1cc(C)c2c(n1)sc1c(N(Cc3ccccc3)Cc3ccccc3)ncnc12	-0.77
COC(=O)c1cccc(OC(=O)c2sc3ccccc3c2Cl)c1	-0.72
COc1cc(C(F)(F)F)c(C(=O)NC2(O)C(=O)c3ccccc3C2=O)cn1	-5.6
CC(C)(C)NC(=S)N/N=C/c1c(Cl)cccc1Cl	-2
c1ccc(-c2noc(CSc3nnc(C4CC4)n3-c3ccccc3)n2)cc1	1.3

(listing goes on)
molecule	Dicer inh
O=C1CC(N2CCN(Cc3ccccc3)CC2)C(=O)N1CCc1ccccc1 (stereo not drawn)	-0.94
O=C(OCCN(C1=NS(=O)(=O)c2ccccc21)c1ccc(Cl)cc1)c1cccs1	1.8
Cc1nc(-c2cccs2)sc1NC(=O)Nc1ccc(Cl)cc1	3.3
CNC(=S)NNC(=O)c1ccc(C(C)(C)C)cc1	-0.68
Cc1cc(C)cc(N2C(=O)CSC2=S)c1	0.46
O=C1OC(c2ccccc2)=N/C1=C/c1cccs1	-0.63
COc1ccc(-c2c(C(F)(F)F)nn(C)c2NS(C)(=O)=O)cc1	-0.51
CC(C)(C)OC(=O)N1CCCN(C(=O)c2cccs2)CC1	-0.34
CCOC(=O)C(C#N)Cc1c(C)c(C)c(C)c(C)c1C (stereo not drawn)	1
Cc1ccc(NC(=O)NN(C)C)cc1NC(=O)NN(C)C	0.97

The list goes on.
molecule	Dicer inh
CCOC(=O)/C(C#N)=C/c1ccc(OC)s1	0.17
COC(=O)C1=C(C)NC(=O)CC1c1ccc(C(C)C)cc1 (stereo not drawn)	-0.44
COc1cc(C2c3c(oc4ccc(Cl)cc4c3=O)C(=O)N2Cc2ccccc2Cl)ccc1O (stereo not drawn)	1.4
COc1cccc(-c2nc3cc(OC)c(OC)cc3c(=O)o2)c1	0.18
Fc1ccc(/C=N/Nc2nnc3c(n2)[nH]c2ccccc23)cc1	-0.21
Cc1cc(-c2nc(-c3ccc(C(F)(F)F)cc3)no2)n(C)n1	0.63
O=C(c1cccn1-c1ccc(F)cc1)C(F)(F)F	-0.2
COC1(OC)C2(Cl)C(Cl)=C(Cl)C1(Cl)[C@H]1[C@@H]2[C@@H](O)C=C[C@H]1O	-1.6
O=C(O)c1ccc2nc(-c3ccccc3)sc2c1	3.8*
CCCOC(=O)C1=C(C)NC2=C(C(=O)CCC2)C1c1ccc(O)c(OC)c1 (stereo not drawn)	-0.35

More structures:
molecule	Dicer inh
CC(C)(C)S(=O)(=O)/C(C#N)=C/c1ccc(F)cc1F	0.31
Cc1c(Cl)ccc2c(=O)c(C(=O)O)c[nH]c12	-0.46
Cn1c(=O)c2c(-c3ccccc3)n(C3CCCCC3)cc2n(C)c1=O	2.4
CC(C)C(=O)Nc1nc(NC(=O)C(C)C)nc(-c2ccccc2C(F)(F)F)n1	3.2*
C=CCN1C(=O)C2(/C(=C(/O)c3ccc(F)cc3)C(=O)C(=O)N2CCN2CCOCC2)c2ccccc21 (stereo not drawn)	4.5*
Nc1ccc2oc(-c3ccc(-c4nc5cc(N)ccc5o4)cc3)nc2c1	1.1
COc1ccc(C2=NOC(Cn3c(Cc4ccc(Cl)cc4)nc4c3c(=O)n(C)c(=O)n4C)C2)cc1 (stereo not drawn)	0.6
CC1=C(C(N)=O)C(c2ccc(O)cc2)n2ncnc2N1 (stereo not drawn)	0.66
O=S(=O)(NCc1ccccc1)c1cccc(S(=O)(=O)c2ccc(Br)cc2)c1	2.4
O=C(Nc1ccc(Cl)cc1)c1cc2sccc2s1	-0.07

Some of the entries so far, with each value named:
> Cc1ccccc1NC(=O)Nc1cc(-c2ccccc2)nn1C
  Dicer inh = 3
> CC(C)(C)S(=O)(=O)/C(C#N)=C/c1ccc(F)cc1F
  Dicer inh = 0.31
> CC(C)(C)OC(=O)NCCNC(=O)Nc1cccc(Cl)c1Cl
  Dicer inh = -0.14

(further entries)
molecule	Dicer inh
NC(=O)c1cc2n(n1)C(C(F)(F)F)CC(c1ccco1)N2 (stereo not drawn)	-1.2
CC(C)CC(C)(SCC(=O)O)SCC(=O)O	-0.5
COc1ccc(OCc2nnc3n2N=C(c2ccc(C)cc2)CS3)cc1	1.6
Fc1ccc(CN(C2=NCCN2)c2c(Cl)cccc2Cl)cc1	0.98
O=C(Nc1ncccc1OCc1ccc(Cl)c(Cl)c1)c1cc(Cl)cc(Cl)c1	-0.34
O=C(Nc1ccccc1)Nc1ccc2nnsc2c1	-0.47
CC(C)n1nnc(-c2cccc([N+](=O)[O-])c2)n1	0.09
CN(C(=O)C(C)(C)C)C1CC2C=CC1C2 (stereo not drawn)	0.94
CC(C)(C)OC(=O)C(C)(C)S(=O)(=O)c1ccccn1	-1.2
CC1CC(C)CN(c2ncc3c(n2)CC(c2ccc(Cl)cc2)CC3=O)C1 (stereo not drawn)	1.9

(continued)
molecule	Dicer inh
Cc1cc(=O)oc2cc(OS(=O)(=O)c3cc(C(F)(F)F)cc(C(F)(F)F)c3)c(Cl)cc12	4.2*
Cc1ccc(NC2=C(C(=O)c3ccccc3)N(C)S(=O)(=O)c3ccccc32)cc1	2.5
COc1ccc(-c2noc(-c3cccs3)n2)cc1OC1CCCC1	-1.3
CCn1nc(C)cc1C(=O)n1nc(C)c(Sc2ncccn2)c1C	-0.16
CC1CCc2c(sc3nc[nH]c(=S)c23)C1 (stereo not drawn)	0.09
CC(C)c1cc(O)c(-c2ccccc2)c(=O)n1-c1ccc(Cl)cc1	-0.04
Clc1cccc(Cl)c1NC1=NCCN1	-0.11&0.57
Cc1ccc(C(=O)/C=C/Sc2ccccn2)cc1	0.72
COc1ccccc1-c1nc(=S)c(C(C)=O)c(C)[nH]1	-0.04
CCOc1cc(C(F)(F)F)cnc1C(=N)N	0.92

The results go on.
molecule	Dicer inh
CCCCNC(=O)O/N=C/c1csc([N+](=O)[O-])c1	0.16
O=c1[nH][nH]c(=O)n1CCCc1cc2cccc3ccc4cccc1c4c32	3.7*
COc1cc2cc(C)nc(Cc3cccc4ccccc34)c2cc1OC	0.05
Cc1nc(-c2ccc3c(c2)OCC3)sc1C(=O)Nc1ccc(N2CCCCC2)cc1	2.2
COc1ccccc1CNc1nc2ccccc2n1CCN1CCOCC1	6.2*
COCCCNC(=S)Nc1cc(C)ccc1NS(=O)(=O)c1ccc(C)cc1	-0.59
Cc1noc(-c2ccc(Cl)cc2)c1NC(=O)NN1CCCCC1	0.24
c1csc(-c2nnc(N3CCOCC3)c3ccccc23)c1	0.89
CCCNC(=O)NCCN1CCNC1=O	-0.07
NC(=O)CN1C(C(=O)c2ccccc2)=C(NCc2ccccc2)c2ccccc2S1(=O)=O	0.71

The list goes on:
molecule	Dicer inh
C=CCc1cc(C(=O)N2CCCC2)ccc1O	2
CC(C)CSc1nnc2[nH]c(=O)cc(N)n12	2.4
Nc1c(-c2nnc(SCc3ccc(Cl)cc3)o2)cnn1-c1ccccc1	-1.1
C=CCc1ccc(OCc2ccc(C(=O)OC)o2)c(OC)c1	0.63
Cn1c(=O)c2c(nc(NCCc3ccccc3)n2Cc2ccccc2)n(C)c1=O	-1.9
COC(=O)c1c(C)oc2ccc(OCC(=O)O)cc12	-0.3
NS(=O)(=O)c1ccc(CCNCc2cccs2)cc1	3.1*
O=C(O)C1=C(C(=O)Nc2ccccc2)SCCS1	-0.77
COC(=O)Cc1nc(NC(=O)c2cccs2)sc1C	1.6
CCCCN1C(=O)C2CCC(=O)CC2C1=O (stereo not drawn)	0.56

Later entries:
molecule	Dicer inh
Cc1ccc(NC(=O)CC2Sc3ccccc3NC2=O)c([N+](=O)[O-])c1 (stereo not drawn)	-0.62
Cc1ccc(CNS(=O)(=O)c2ccccc2)n1C	-1
Cc1c(C(=S)Nc2ccccc2)sc2ccccc12	0.92
COc1ccc(C2C(C(=O)OC(C)C)C(=O)CC(C)(O)C2C(=O)OC(C)C)cc1OC (stereo not drawn)	0.51
